TRPC4 block: blocks the mouse TRPC4 cation channel | 300,000 tested, 0.39% active | HEK293 TRPC4beta/mu-opioid, DAMGO-evoked Fluo4 calcium flux; active compounds read low | B-score at 10 µM | Q9QUQ5;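 active = B-score over 3 SD under the library average, no early fluorescence shift, positive overall ratio signal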
Target sequence (Q9QUQ5 whole entry, looked up): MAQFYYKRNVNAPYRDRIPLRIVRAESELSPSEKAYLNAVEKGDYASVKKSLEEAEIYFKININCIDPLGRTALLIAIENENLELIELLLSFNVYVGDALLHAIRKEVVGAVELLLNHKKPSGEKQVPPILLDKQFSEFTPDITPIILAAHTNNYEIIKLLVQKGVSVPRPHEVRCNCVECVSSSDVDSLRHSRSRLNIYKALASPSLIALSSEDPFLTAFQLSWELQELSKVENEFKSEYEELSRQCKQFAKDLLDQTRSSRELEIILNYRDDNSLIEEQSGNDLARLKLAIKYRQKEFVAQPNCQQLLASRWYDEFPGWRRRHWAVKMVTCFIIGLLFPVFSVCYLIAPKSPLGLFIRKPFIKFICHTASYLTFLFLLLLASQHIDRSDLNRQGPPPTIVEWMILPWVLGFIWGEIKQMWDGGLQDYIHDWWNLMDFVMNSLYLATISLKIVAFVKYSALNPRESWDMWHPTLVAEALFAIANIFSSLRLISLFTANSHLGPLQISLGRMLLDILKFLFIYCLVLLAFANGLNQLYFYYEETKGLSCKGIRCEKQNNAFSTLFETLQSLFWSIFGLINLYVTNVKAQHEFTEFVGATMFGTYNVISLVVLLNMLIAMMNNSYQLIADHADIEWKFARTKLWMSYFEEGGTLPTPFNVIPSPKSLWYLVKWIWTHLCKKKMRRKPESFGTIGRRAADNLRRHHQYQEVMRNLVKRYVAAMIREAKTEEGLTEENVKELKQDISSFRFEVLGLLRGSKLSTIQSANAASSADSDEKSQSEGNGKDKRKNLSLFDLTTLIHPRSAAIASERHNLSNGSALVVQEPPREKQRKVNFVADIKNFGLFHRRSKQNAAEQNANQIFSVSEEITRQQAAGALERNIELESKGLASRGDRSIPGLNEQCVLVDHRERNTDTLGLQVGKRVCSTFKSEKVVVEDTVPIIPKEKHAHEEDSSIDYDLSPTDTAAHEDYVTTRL
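Assay system: HEK293 cells with stable TRPC4beta plus mu-opioid receptor expression. Dosing: single dose. Measured by: Fluo4 Ca2+ flux fluorescence. Also added: DAMGO in two steps, submaximal then maximal. Read-out: B score from integrated Fluo4 fluorescence ratio.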
KLF5 inhibitor: suppresses KLF5 promoter-driven expression; DLD-1 KLF5 promoter-luciferase reporter, luminescence; inhibition, % at 5 µM; 290,000 tested, 0.23% active; AID 1700;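 active = inhibition above a per-plate limit of that plate's mean compound inhibition plus 3 SD, cut at about 60% in these data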;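 note: 0% = DMSO wells and 100% = LY294002 at 200 µM; higher means less KLF5 promoter-driven luciferase light; inactives centre near -14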
MrgX1 antagonist: human MrgX1 receptor antagonism, primary screen | MRGX1-HEK293 calcium flux, Fluo-4, BAM8-22 antagonism; active compounds read low | B-score at 10 µM | 310,000 tested, 1.3% active | AID 588676;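 active = calcium-response B-score plate-corrected more than 3 library SD below zero, starting fluorescence within 5 deviations, no agonist response on first addition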;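 note: peak minus trough fluorescence over baseline after final BAM8-22 challenge near maximal dose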
TRPC4 PAM: TRPC4 (mouse) allosteric potentiation; Q9QUQ5; HEK293 TRPC4beta/mu-opioid, DAMGO EC20, Fluo-4 Ca2+ flux; active compounds read high; B-score at 10 µM; 310,000 tested, 0.42% active; AID 2227;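 active = B-score of calcium response area above 5 SD of library B-scores, with initial fluorescence ratio within 5 SD of library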;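 note: B-score of integrated fluorescence ratio over time as area under calcium response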
HIF activator: HIF pathway transcriptional activation | 300,000 tested, 0.32% active | U2OS HRE-luciferase reporter, luminescence; normalized: DMSO 0%, desferrioxamine 100% | activation, % at 7.5 µM (by protocol);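 active = mean activation of at least 10% of the iron chelator positive control signal, with at least half of replicates also reaching 10%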
TRPC6 act: mouse TRPC6 channel activation; 310,000 tested, 0.13% active; AID 2550; HEK293-TRPC6 membrane potential dye fluorescence; active compounds read high; B-score at 10 µM; Q61143;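 active = B-score of the integrated fluorescence ratio above library mean plus 3 SD, and starting fluorescence ratio within library mean plus 5 SD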;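 note: higher score means more depolarization so channel activation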
TRPC6 inhibitor: mouse TRPC6 channel inhibition. Q61143. HEK293-TRPC6, membrane potential dye, ACh-evoked depolarization; active compounds read low. B-score at 10 µM. 310,000 tested, 1.1% active;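 active = B-score under library mean minus 3 SD, initial fluorescence not abnormally high, positive integrated signal ratio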;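 note: B-score derived from integrated fluorescence ratio over the kinetic read; more negative B-score means stronger inhibition of depolarization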
aSyn 5UTR inh: 5' untranslated region of α-synuclein, MLPCN primary screen; alpha-synuclein 5'UTR reporter, inhibitor activity; inhibition, % (tested at 7.5 µM); 300,000 tested, 0.82% active; in the data active = inhibition above about 60%;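 note: H4 neuroglioblastoma cells stably carrying SNCA 5'UTR luciferase fusion; 0% = DMSO wells and 100% = positive control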
TRPC4 agonist: opens the mouse TRPC4 cation channel | Q9QUQ5 | HEK293 TRPC4beta/mu-opioid, Fluo4 calcium fluorescence; active compounds read high | B-score at 10 µM | 310,000 tested, 0.49% active;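 active = B-score above 5 SD of library B-scores, and initial fluorescence ratio not above library mean plus 5 SD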;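 note: positive B-score marks a calcium rise read as TRPC4 activation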
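Assay system – TRPC4beta and mu-opioid receptor HEK293 stable cells · Measured by – Fluo4 fluorescence, kinetic · Schedule – dye loading 45 min room temperature, 110 s kinetic read · Read-out – B-scored integrated calcium fluorescence ratio · Controls – buffer and maximal DAMGO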
IEC-6 cytotox: counter-screen for KLF5 inhibitors: cytotoxicity in IEC-6 cells | IEC-6 cytotoxicity, luminescence viability | inhibition, % at 5 µM | 290,000 tested, 0.78% active; in the data active = inhibition above about 22%;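 note: 0% = plate median of test compound wells and 100% = cytotoxic reference compound wells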
SKKanGAS inh: inhibitors of SKKanGAS S. pyogenes growth in kanamycin (SK-promoter or general growth effect). inhibition, % at 7.5 µM. 300,000 tested, 1.3% active. BacTiter-Glo, 6 h;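 active = mean replicate score, as percent of positive control median, at least 50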;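 note: strain carries kanamycin resistance gene driven by streptokinase promoter and grows in 40 µg/ml kanamycin; loss of luminescence reflects streptokinase promoter inhibition or plain growth inhibition; 0% = median of DMSO wells and 100% = positive control at its reference dose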
The depositor's hits bear a star; i = inactive; x = not tested or not shown. Random draw from the library. About 5.8% of those tested had a hit in this group.

Values run as follows: TRPC4 block	KLF5 inhibitor	MrgX1 antagonist	TRPC4 PAM	HIF activator	TRPC6 act	TRPC6 inhibitor	aSyn 5UTR inh	TRPC4 agonist	IEC-6 cytotox	SKKanGAS inh
1. COC(OC)c1ccc(C#N)c(SCc2ccccc2)n1
    i	8.4	i	i	x	i	i	x	i	-7.2	-1.1
2. NC(=O)COC(=O)C12CC3CC(CC(O)(C3)C1)C2
    i	-18.8	i	i	0.2	i	i	-23.1	i	5.5	-10.9
3. CCOC(=O)Cn1c(=NC(=O)c2cccs2)sc2cc(C(=O)OC)ccc21
    i	-15.1	i	i	2.4	i	i	-35.9	i	6.5	-1.9
4. COc1ccc(C2CC(C(F)(F)F)n3nc(C(N)=O)c(Cl)c3N2)cc1OC (stereo unspecified)
    i	-0.3	i	i	-0.2	i	i	18.5	i	-4.8	1.1
5. CCC(C)(C)NC(=O)C(c1ccc(OC)cc1)N(C(=O)CCC(=O)Nc1cc(C)on1)C(C)(C)C (stereo unspecified)
    i	-2.0	i	i	0.2	i	i	15.6	i	1.3	-0.1
6. COc1ccc(NC(=O)CCN2CCN(Cc3ccccc3)CC2)c(OC)c1
    i	-9.4	i	i	0.1	i	i	-5.5	i	9.7	3.0
7. CNCCC(=O)N1c2ccccc2CCc2ccc(NC(=O)OC)cc21
    i	-4.5	i	i	0.6	i	i	4.8	i	3.6	-0.3
8. COc1ccc(NS(=O)(=O)c2cc(NC(=O)Cn3cnc4c3c(=O)n(C)c(=O)n4C)ccc2C)cc1
    i	-7.0	i	i	0.1	i	i	-8.3	i	-2.8	5.6
9. Cc1c(N=C2NC(=O)/C(=C/c3ccc(O)cc3)S2)c(=O)n(-c2ccccc2)n1C
    i	0.0	i	i	-0.2	i	i	17.6	i	-4.6	0.5
10. CC(C)CC(NC(=O)c1ccccc1)C(=O)OCC(=O)Nc1ccc(S(N)(=O)=O)cc1 (stereo unspecified)
    i	-40.9	i	i	-0.3	i	i	18.3	i	0.2	-7.5
11. O=C(Cn1[nH]c(=O)c2ccccc2c1=O)Nc1ccc2c(c1)CCC2
    i	-3.2	i	i	0.5	i	i	-37.3	i	0.3	-4.8
12. Cc1nc(-c2cccs2)sc1C(=O)O
    i	-7.5	i	i	0.3	i	i	-7.2	i	4.2	-1.5
13. Cc1c(NC(=S)NC(=O)C(C)(C)C)cccc1[N+](=O)[O-]
    i	-2.8	i	i	-0.1	i	i	5.0	i	-12.8	-5.4
14. CCN1CCc2c(OCc3ccc(C)cc3)cccc2C1=O
    i	-34.0	i	i	x	i	i	x	i	6.8	x
15. COC(=O)c1ccc(CN2CCN(C3CCCC3)C(CCO)C2)cc1 (stereo unspecified)
    i	-28.9	i	i	-0.3	i	-9.48*	-8.9	i	4.7	-16.2
16. CN1C(=O)/C(=C2\SC(N)=NC2=O)c2ccccc21
    i	-15.3	i	i	0.3	i	i	-24.9	i	-3.0	-5.2
17. O=C(c1ccccc1)C(C(=O)N1CCCCC1)n1ccccc1=O (stereo unspecified)
    i	6.8	i	i	-1.8	i	i	-12.2	i	1.9	-7.7
18. COc1ccc(C(=O)n2c(C)c(CCO)c(=O)n2C)cc1
    i	-44.8	i	i	-0.1	i	i	19.7	i	-2.3	3.2
19. Cc1ccc(-n2c(C)nnc2SCC(=O)NNC(=O)c2ccco2)cc1
    i	-30.3	i	i	0.3	i	i	6.9	i	-10.2	-0.7
20. C=CCc1ccc(OC(=O)NC2CCCCC2)c(OC)c1
    i	-112.1	i	i	2.4	i	i	-106.2	i	-3.9	-4.7
21. O=C(Nc1ccnn1C1CCN(Cc2cccc(OCCO)c2)CC1)C1CC1
    i	-14.4	i	i	-0.3	i	i	-9.7	i	5.8	-2.4
22. CC(C)Oc1ccc2c3c(c(=O)oc2c1)CCC3
    i	-34.2	i	i	2.4	i	i	-46.1	i	-0.3	-3.1
23. COc1cc2ccccc2cc1C(=O)NC(=S)Nc1ccc(C(=O)O)cc1
    i	-30.3	i	i	0.6	i	i	-57.1	i	10.4	54.5*
24. Cc1ccc(CNC(=O)c2ccc(NC3=NC4CS(=O)(=O)CC4S3)cc2)cc1 (stereo unspecified)
    i	-4.9	i	i	-0.2	i	i	11.5	i	-2.9	-2.2
25. COC(=O)c1ccc(NC(=O)C2CCCN2C(=O)Nc2cccc(C(C)=O)c2)cc1 (stereo unspecified)
    i	13.9	x	i	-0.9	i	i	19.1	i	-0.3	0.9
26. C=CCn1c(SCc2c(C)noc2C)nc2sc(C)c(C)c2c1=O
    i	0.0	i	i	1.1	i	i	18.2	i	-1.9	37.9
27. Cc1ccc2c(CN3CCCCC3)cc(=O)oc2c1
    i	-37.5	i	i	1.7	i	i	-21.5	i	5.4	-2.3
28. Cc1ccc2c(c1)N(CC(=O)NCCCN1CC(C)CC(C)C1)C(=O)c1cccnc1O2 (stereo unspecified)
    i	6.6	i	i	0.0	i	i	4.2	i	7.8	-1.4
29. O=C(O)c1ccccc1NC(=S)NC(=O)c1cccc2ccccc12
    i	-27.7	i	i	-0.9	i	i	-4.4	i	-3.4	16.8
30. CCC(=O)Nc1ccc(N2CCCCC2)c(C(=O)Nc2ccc(OC)cc2)c1
    i	-13.5	i	i	0.0	i	i	-22.2	i	1.4	8.9
31. Cc1ccc(C(=O)COC(=O)CCC(=O)NC2CCCCC2)cc1[N+](=O)[O-]
    i	10.9	i	i	0.0	i	i	-5.1	i	-4.0	0.1
32. CC1Cc2cc(S(=O)(=O)N3CCCCC3C)ccc2N1C(=O)C1CCC1 (stereo unspecified)
    i	-24.7	i	i	-0.4	i	i	11.5	i	-0.2	-8.3
33. O=C(CC1C(=O)NCCN1Cc1cccc(C(F)(F)F)c1)NC1CCCCCC1 (stereo unspecified)
    i	-21.1	i	i	-0.2	i	i	-12.7	i	-5.5	2.2
34. CC(=O)N/C(=C\c1ccccc1)C(=O)N1CCOCC1
    i	-16.1	i	i	0.3	i	i	-4.4	i	2.8	5.0
35. Cc1nn(C)c(=O)n1-c1ccc(OCc2ccccc2)cc1
    i	-68.5	i	i	3.9	i	i	-103.8	i	1.5	10.9
36. O=C(COc1cccc(F)c1)NNC(=O)c1cccc(-n2cccc2)c1
    i	x	i	i	-0.7	i	i	6.9	i	x	12.8
37. CCOc1ccc(NC(=O)C2CCN(C(=O)N3CCOc4ccccc43)CC2)cc1
    i	-31.5	i	i	0.1	i	i	6.0	i	-3.8	1.5
38. CCCNC(=O)c1ccccc1NC(=O)c1ccc(CSc2ccccc2)cc1
    i	-14.8	i	i	-0.2	i	i	11.8	i	-4.7	27.6
39. Cc1cc(=O)nc2c3ccccc3n(C(C)C(=O)Nc3cc(F)ccc3F)n12 (stereo unspecified)
    i	-7.4	i	i	1.2	i	i	3.7	i	1.4	0.1
40. CC(C)C(NC(=O)OC(C)(C)C)C(=O)NC(CCC(=O)OCc1ccccc1)C(N)=O (stereo unspecified)
    i	-18.3	i	i	-0.8	i	i	21.9	i	4.7	-2.5
41. CCc1nnc(NC(=O)Cc2sc(C)nc2-c2ccc(C)cc2)s1
    i	-5.5	i	i	0.6	i	i	9.6	i	4.5	-3.9
42. CC1=CC2=NC(=O)CC(C)(C(=O)N(CC(=O)NC(C)C)C3CCCC3)N2C=C1 (stereo unspecified)
    i	-4.8	i	i	-0.7	i	i	2.8	i	4.7	6.5
43. CCOc1ccc(NC(=O)CS(=O)(=O)c2cn(CC)c3ccccc23)cc1
    i	-81.2	i	i	0.0	i	i	20.5	i	-0.1	1.6
44. Cc1ccc(-n2c(SCC(=O)NCc3ccco3)nnc2-c2cccnc2)cc1
    i	-30.6	i	i	0.5	i	i	6.2	i	-7.6	-15.3
45. COC(=O)c1ccc(NC(=O)N2CCOCC2)cc1
    i	-15.7	i	i	0.9	i	i	-0.5	i	-1.5	-2.0
46. Nc1sc2c([n+]1CCCS(=O)(=O)[O-])CCCC2
    i	-8.1	i	i	-0.3	i	i	2.3	i	-0.7	-5.1
47. CCN(CC(=O)Nc1c(F)cccc1F)C(=O)c1ccc(=O)[nH]c1
    i	-14.4	i	i	0.0	i	i	14.2	i	-5.4	0.1
48. O=C(CCn1nc(-c2ccccc2)c2ccccc2c1=O)Nc1cccnc1
    i	-25.9	i	i	-0.3	i	i	4.6	i	5.7	-3.5
49. O=C(Nc1cccc2c1N(C(=O)c1ccco1)CCC2)c1ccco1
    i	-7.2	i	i	0.9	i	i	-10.4	i	4.8	0.7
50. CCN(CC)C(=O)c1c(NC(=O)c2ccccc2)sc(C)c1C
    i	-17.6	i	i	-0.3	i	i	10.1	i	-10.1	-0.6
51. O=C(c1cnn2c(C(F)F)cc(-c3ccccc3)nc12)N1CCCc2ccccc21
    i	-24.8	i	i	-0.1	i	i	40.6	i	-0.1	-2.2
52. O=C(N/N=C/c1cccnc1)c1ccc2c(c1)OCO2
    i	-53.0	i	i	2.2	i	i	-56.0	i	5.8	-3.5
53. CCCCCCNC(=O)CCc1nc2cccnc2n1Cc1ccc(OC)cc1
    i	-9.0	i	i	-1.5	i	i	4.7	i	11.2	-9.8
54. O=C(COC(=O)c1cc[n+]([O-])cc1)Nc1ccc(Cl)cc1C(F)(F)F
    i	x	i	i	-0.1	i	i	-0.4	i	x	-13.8
55. O=C(Cc1n[nH]c(=O)c2ccccc12)Nc1cccc(S(=O)(=O)N2CCCC2)c1
    i	-6.3	i	i	0.2	i	i	16.5	i	1.6	1.8
56. O=C(O)CCn1ccc2cc(S(=O)(=O)N3CCCCCC3)ccc21
    i	-4.5	i	i	-0.3	i	i	22.3	i	6.8	13.8
57. COc1ccc(/C=N/NC(=O)CCCC(=O)NC2CCCCC2)cc1
    i	-10.8	i	i	2.4	i	i	-7.4	i	-2.8	0.2
58. COc1ccc(N(C(=O)CNC(=O)c2ccco2)C(C(=O)NCC2CCCO2)c2ccccc2)cc1OC (stereo unspecified)
    i	-7.5	i	i	0.0	i	i	8.5	i	1.3	-5.8
59. COc1ccc(-n2nc3c(N4CCC(C(=O)NCc5ccccc5C)CC4)nnc(C)c3c2C)cc1
    i	-10.7	i	i	-3.0	i	i	21.6	i	-1.7	-1.7
60. CC1(C)N([O-])C2=C(CCCC2)[N+]1=O
    i	-31.4	x	i	-0.2	i	i	23.2	i	-1.9	-2.0
61. CCc1ccc(NC(=O)CCC(=O)c2ccc(C)cc2)cc1
    i	-25.8	i	i	-20.0	i	i	7.3	i	2.5	-3.1

Screening data as filed in PubChem BioAssay.
